GPR151 ag – activates the human receptor GPR151; Q8TDV0; PathHunter beta-arrestin GPR151 cells, luminescence; activation, % at 11.2 µM; 650,000 tested, 1% active; AID 1508602; in the data active = activation above about 4.9%;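 note: 0% = median of compound wells and 100% = cells with positive control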
Target sequence (Q8TDV0 whole entry, looked up): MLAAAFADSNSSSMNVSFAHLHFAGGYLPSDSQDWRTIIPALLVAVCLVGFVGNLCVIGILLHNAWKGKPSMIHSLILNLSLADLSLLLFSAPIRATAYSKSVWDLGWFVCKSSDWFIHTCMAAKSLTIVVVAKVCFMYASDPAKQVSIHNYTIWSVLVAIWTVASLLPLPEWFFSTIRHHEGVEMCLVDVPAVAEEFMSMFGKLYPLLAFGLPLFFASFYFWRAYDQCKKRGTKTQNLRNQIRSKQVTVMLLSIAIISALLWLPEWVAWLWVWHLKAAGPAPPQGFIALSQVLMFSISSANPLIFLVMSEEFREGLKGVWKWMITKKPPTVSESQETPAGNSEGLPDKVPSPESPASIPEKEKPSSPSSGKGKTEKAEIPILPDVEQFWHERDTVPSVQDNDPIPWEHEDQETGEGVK
MITF inh – blocks human microphthalmia-associated transcription factor; O75030; AlphaScreen MITF homodimerization, bead proximity signal; inhibition, % at 2.6 µM; 650,000 tested, 0.91% active; AID 1259374; in the data active = inhibition above about 50%;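 note: 0% = vehicle wells with protein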
Target sequence (O75030 whole entry, looked up): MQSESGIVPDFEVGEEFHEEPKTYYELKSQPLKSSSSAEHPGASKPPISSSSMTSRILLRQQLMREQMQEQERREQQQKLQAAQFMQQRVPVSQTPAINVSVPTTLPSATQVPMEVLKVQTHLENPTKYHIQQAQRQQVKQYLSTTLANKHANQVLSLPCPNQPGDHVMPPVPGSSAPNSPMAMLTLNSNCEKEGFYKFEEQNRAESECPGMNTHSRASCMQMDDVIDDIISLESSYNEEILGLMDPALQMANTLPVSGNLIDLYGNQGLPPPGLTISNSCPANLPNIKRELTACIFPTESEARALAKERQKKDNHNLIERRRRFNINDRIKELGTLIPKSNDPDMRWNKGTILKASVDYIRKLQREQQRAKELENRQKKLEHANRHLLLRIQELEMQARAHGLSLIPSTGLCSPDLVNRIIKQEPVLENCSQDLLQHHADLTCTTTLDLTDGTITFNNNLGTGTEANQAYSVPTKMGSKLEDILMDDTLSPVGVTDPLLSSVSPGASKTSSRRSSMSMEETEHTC
FBW7 act – human FBW7 E3 ligase activation, primary screen | normalized activity (activation), % at 26.1 µM | AID 1259310 | AlphaScreen FBW7–phospho-cyclin E peptide binding, activator screen | 650,000 tested, 0.13% active | Q969H0; in the data active = normalized activity above about 1.9%;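 note: purified mutant Fbw7 with reduced substrate affinity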
TEAD-YAP inh – TEAD-YAP interaction inhibition; HEK-TIYL cells, TEAD-Gal4/YAP UAS-luciferase luminescence; inhibition, % at 9.12 µM; 640,000 tested, 1.4% active; in the data active = inhibition above about 32%;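 note: 0% = median of test compound wells and 100% = reference inhibitor wells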
Active calls of the source: *; . = no result given; & = joins results of further samples.

SMILES	GPR151 ag	MITF inh	FBW7 act	TEAD-YAP inh
O=S(=O)(NCC1CCCO1)c1ccc(S(=O)(=O)n2cnc3ccccc32)cc1 (centres undefined)	0.1	-17.6	-0.2	-1.6
COC(=O)C(C)Nc1cccc(Br)c1 (centres undefined)	0.1	4.4	0.0	5.3
COCc1cc([C@@H]2C[C@H]3CN(Cc4cccc(OC)c4)C(=O)[C@]34CCCN24)ccc1OC	2.5	-10.4	0.1	-10.4
Cc1ccc(C2CC(c3ccc(I)cc3)Nc3ncnn32)cc1 (centres undefined)	-0.6	14.9	0.0	16.6
O=C1CCCN1CCn1cnc2c(NCCN3CCOCC3)nc(NCc3ccc4c(c3)OCO4)nc21	-0.9	-0.9	-0.1	0.6
CCCCC[C@@H](O)/C=C/C=C\CCCCCCCCCC(=O)O	-1.2	5.0	.	.
CC(C)Nc1ncnc2c1c(-c1ccccc1)cn2-c1ccc(F)cc1	-0.1	1.2	0.6	-13.4
O=C(COC(=O)c1ccco1)Nc1ccc(Cl)cc1Cl	0.3	-0.5	-0.1	-2.9
CS(=O)(=O)N(Cc1ccc(Cl)cc1)c1ccc(C(=O)N2CCCCCC2)cc1	-1.1	15.7	1.1	8.5
Cc1cc(C(=O)Nc2ccc(Br)cn2)ccc1[N+](=O)[O-]	0.9	-3.0	-0.1	-24.3
CCc1ccc(NC(=O)CSc2nc3c(sc(=S)n3-c3ccc(Cl)c(C)c3)c(=O)n2-c2ccc(OC)cc2)cc1	-0.4	1.8	-0.3	2.2
CN1CCN(S(=O)(=O)c2ccc3c(c2)n(C)c(=O)c(=O)n3C)CC1	1.0	-2.8	0.1	-7.4
COc1cccc(NC(=O)C2C3C=CC4(O3)C2C(=O)N(Cc2ccccc2Cl)C4C(=O)NC2CCCCC2C)c1 (centres undefined)	0.2	3.8	0.1	-8.7
CN(C)CCNc1ccc2ncc(-c3ccc(F)cc3)n2n1	1.7	10.2	0.1	4.0
O=C(NC1CCCC1)C1CCCN(C(=O)c2cnn(-c3ccccc3)c2-n2cccc2)C1 (centres undefined)	1.3	-22.4	0.2	15.6
S=C(Nc1ccc(Cl)c(Cl)c1)N1CCN(Cc2ccccc2)CC1	0.2	-1.7	-0.1	1.9
O=CN1CCN(S(=O)(=O)c2ccc(Cl)c(C(=O)O)c2)CC1	0.3	5.1	0.0	2.9
COc1ccc(-c2c(C#N)c(N)n3c(nc4ccccc43)c2C#N)cc1OC	0.6	11.9	0.2	3.1
O=C(CNC(=O)C1CCCCC1)Nc1ccc(Br)cc1	1.2	6.3	0.1	-14.3
CCOc1ccc(-c2n[nH]c(=S)n2C2CCCCC2)cc1	1.3	7.2	0.0	1.8
Cc1nc(C(C)NC(=O)CCc2nnc(CCCc3ccccc3)o2)c(C)s1 (centres undefined)	-0.7	1.2	-0.2	-67.8
O=C(O)CN1C(=O)/C(=C\c2cccc(OCc3ccc([N+](=O)[O-])cc3)c2)SC1=S	0.5	9.4	-0.2	-18.0
COCCN1C(=O)C(O)=C(C(C)=O)C1c1cccc(F)c1 (centres undefined)	-1.2	-7.6	-0.1	-1.8
O=C(N/N=C/c1cccc(Br)c1)c1cccc(F)c1	2.5	-3.8	0.0	-50.1
O=C(O)CSc1nncn1-c1ccccc1	3.3	4.5	0.1	-0.5
O=C1CC(c2ccccc2)CC2=C1C(c1ccc([N+](=O)[O-])cc1)Nc1ccc(C(=O)c3ccccc3)cc1N2 (centres undefined)	-0.7	-5.4	-0.1	-9.5
CCOc1ccc(NC(=O)C(=O)NCC(C)O)cc1 (centres undefined)	0.3	-16.1	-0.1	-30.5
Cn1ncnc1-c1ccccc1Nc1nc(Nc2ccc(N3CCOCC3)cc2)ncc1Cl	0.1	3.3	-0.3	31.2
Cc1occc1C(=O)Nc1nc(C23CC4CC(CC(C4)C2)C3)cs1	-0.8	16.1	0.9	-10.1
CC(=O)Nc1cc(NC(C)=O)c(NC(C)=O)c([N+](=O)[O-])c1NC(C)=O	0.5	7.2	-0.3	5.2
O=C(NCc1n[nH]c(=S)n1-c1ccc(Br)cc1)c1cccs1	-0.3	-6.5	0.1	-0.8
COc1ccc(NC(=O)C(c2ccc(C)cc2)N(Cc2ccco2)C(=O)/C=C/c2ccc3c(c2)OCO3)cc1 (centres undefined)	1.9	-1.4	-0.1	11.1
COC(=O)c1sc2cc([N+](=O)[O-])cc(SCC(C)C)c2c1N	-1.1	-13.9	-0.1	-1.4
Nc1ccccc1N1C(=O)CSC1=O	1.2	-1.7	0.0	-0.9
COc1ccc(NC(=O)Cn2cnc3sc(C)c(-c4ccc(F)cc4)c3c2=O)cc1	0.7	5.5	0.1	-2.6
Cc1cc(S(=O)(=O)N2CCN(c3ccc(F)cc3)CC2)ccc1Cl	0.1	-1.5	0.0	-4.7
Oc1cccc(/C=N/NC(=S)NCCN2CCOCC2)c1O	-0.3	106.2*	-1.3	-17.5
Cc1cc(NC(=O)NC(=O)c2ccc(Cl)cc2Cl)n[nH]1	1.0	-7.5	0.0	-46.5
COc1ccc([N+](=O)[O-])cc1N(CC(=O)Nc1ccc(C(C)C)cc1)S(C)(=O)=O	0.1	18.4	0.7	-4.1
O=C(Nc1ccc(I)cc1Cl)c1ccccc1[N+](=O)[O-]	-0.4	6.3	-0.2	2.4
COC(=O)[C@@H]1CCCN1C(=O)C1CCCN(c2nc(C)c3ccc(C)cc3n2)C1 (some centres undefined)	-0.2	7.1	0.3	2.9
CS(=O)(=O)c1ccc(-c2cnc3[nH]c(=O)n(Cc4ccccc4)c3n2)cc1	1.1	-5.7	0.4	-12.4
Cc1cc(C)nc(NS(=O)(=O)c2ccc(NC(=O)c3ccc(C)c([N+](=O)[O-])c3)cc2)n1	-0.6	12.2	-0.2	-3.9
Cc1ccc(C(=O)Nc2cc(C)nn2C)c(N2CCOCC2)n1	1.2	0.8	-0.1	4.1
COc1ccc(CCNC(=O)c2ccnc(Nc3cccnc3)c2)cc1	1.8	0.6	0.0	-0.9
C=C(C)CN(CC)C/C=C/c1ccccc1[N+](=O)[O-]	-0.4	41.0	0.1	1.0
O=C(NCc1ccc(F)cc1)c1nc2c(nnn2Cc2ccc3c(c2)OCO3)c(=O)[nH]1	-0.2	-3.0	0.1	-15.6
Fc1ccc(Cn2nnnc2CN(Cc2cccnc2)Cc2ccccc2Cl)cc1	-0.1	2.7	0.1	-8.1
Brc1ccc(-c2cn3c4ccccc4nc3n2CCNC2CCCCC2)cc1	-0.4	-13.3	0.8	-1.6
COC(=O)c1c(S(=O)(=O)NC2CC2)sc2c1CCN(CC1CC=CCC1)C2 (centres undefined)	-0.4	19.1	0.0	2.6
Cc1cccc(C)c1OCC(=O)Nc1nc(-c2ccccc2)cs1	-0.1	8.3	0.8	3.7
COC(=O)c1ccc(N2C(=O)CC(NCc3nc4c(s3)CCCCC4)C2=O)cc1 (centres undefined)	-1.7	-1.5	-0.3	2.3
CCc1nnc(NC(=O)c2ccc(S(=O)(=O)N3CCCCC3)cc2)s1	-0.7	-5.1	-0.1	-15.7
Clc1c2c(nc3ccccc13)CCC2	-1.1	28.9	0.7	-8.1
COc1ccc(C2C(C(C)=O)=C(O)C(=O)N2c2ccc(F)cc2)cc1OC (centres undefined)	-1.9	-15.7	0.0	-8.6
Cc1ccc(N(CC(=O)Nc2ccc(F)cc2)S(C)(=O)=O)cc1C	-1.3	-4.9	0.1	-1.5
CC(C)(Cc1ccc(O)cc1)NC(=O)c1ccccc1	-0.5	-2.0	0.1	-5.4
Cc1cccc(NC(=O)C23CCC(C)(C(=O)C2)C3(C)C)c1C (centres undefined)	-0.5	17.3	1.7	-1.7
O=C(Nc1ccc(-c2nc3ccccc3o2)c(O)c1)c1ccccc1F	0.7	13.8	0.3	-20.4
COc1cc(C2C(C(=O)Nc3ccc(C)cn3)=C(C)NC3=C2C(=O)CCC3)ccc1O (centres undefined)	2.4	3.5	-0.1	0.1

Additional structures
SMILES	GPR151 ag	MITF inh	FBW7 act	TEAD-YAP inh
Cc1ccsc1CN1CCC(N2CCC(C(=O)N3CCOCC3)CC2)CC1	1.7	-3.8	-0.1	-0.5
CNC(=S)NNc1nc2ccccc2nc1-c1ccccc1	-0.3&-1.0	1.5&-16.5	-0.1&-0.1	7.3&7.8
CCOCCCNC(=O)c1cc2cc3cc(OC)ccc3nc2o1	0.0	-3.7	-0.1	-8.1
O=C(c1cccc(F)c1)N1CCN(C(=O)c2cccc(Cl)c2)CC1	0.6	-12.9	-0.1	7.6
CCCOC(=O)c1cc(-c2ccccc2)nc2ccccc12	-2.0	0.8	1.0	13.1
Cc1nc2c(C(=O)N3CCCC3)cnn2c(C)c1Cc1c(F)cccc1Cl	0.6	-5.1	-0.1	3.9
c1csc(CNc2ccc3ncc(-c4cncnc4)n3n2)c1	0.6	11.1	0.1	-4.9
COc1ccc(Cl)cc1NC(=O)CSc1nnc(NC(=O)CC(C)C)s1	-0.1	-2.4	0.0	5.0
c1ccc(C2CCC(N3CCN(C4CCCC4)CC3)CC2)cc1 (centres undefined)	-0.7	18.8	-0.1	3.4
COc1ccc(C(c2c(NC(=O)c3ccco3)sc(C)c2C)N2CCC(C)CC2)cc1 (centres undefined)	0.8	0.1	0.0	-5.3
CCCSc1nnc2n(-c3ccccc3)c(=O)c3c(C)c(C)sc3n12	-1.3	8.2	0.1	-1.3
CCC(=O)N(CC(=O)Nc1sc(C)c(C)c1C(N)=O)Cc1cccs1	-0.8	-4.1	0.4	-2.9
Cc1cc(C)n(C(=O)CSc2nc(-c3cccs3)cc(-c3ccc(F)cc3)c2C#N)n1	2.7	-11.6	0.0	-9.7
CC1=C(C(N)=O)C(c2ccc(Cl)cc2Cl)n2ncnc2N1 (centres undefined)	1.4	9.8	-0.1	2.3
CSC1=NCCN1C(=O)c1cccc([N+](=O)[O-])c1	-0.9	7.0	0.1	4.1
COC(=O)C1=C(C)NC2=C(C(=O)CC(c3cccs3)C2)C1c1ccc(N(C)C)cc1 (centres undefined)	-1.1	11.9	-0.2	5.4
COc1ccc(C(=O)CCC(=O)Nc2ccc(F)c(Cl)c2)cc1	0.4	0.8	-0.2	-8.8
Cc1onc(-c2c(Cl)cccc2Cl)c1C(=O)N1CC(C)OC(C)C1 (centres undefined)	0.2	10.8	0.7	9.9
CC1(C)Cc2c(sc3nc(SCc4ccc(Br)cc4)n(-c4ccc(Br)cc4)c(=O)c23)CO1	-0.3	-15.6	0.1	-2.5

Structural class: the entries above with a nitro group on carbon (ten)
SMILES	GPR151 ag	MITF inh	FBW7 act	TEAD-YAP inh
Cc1cc(C(=O)Nc2ccc(Br)cn2)ccc1[N+](=O)[O-]	0.9	-3.0	-0.1	-24.3
O=C(O)CN1C(=O)/C(=C\c2cccc(OCc3ccc([N+](=O)[O-])cc3)c2)SC1=S	0.5	9.4	-0.2	-18.0
O=C1CC(c2ccccc2)CC2=C1C(c1ccc([N+](=O)[O-])cc1)Nc1ccc(C(=O)c3ccccc3)cc1N2 (centres undefined)	-0.7	-5.4	-0.1	-9.5
CC(=O)Nc1cc(NC(C)=O)c(NC(C)=O)c([N+](=O)[O-])c1NC(C)=O	0.5	7.2	-0.3	5.2
COC(=O)c1sc2cc([N+](=O)[O-])cc(SCC(C)C)c2c1N	-1.1	-13.9	-0.1	-1.4
COc1ccc([N+](=O)[O-])cc1N(CC(=O)Nc1ccc(C(C)C)cc1)S(C)(=O)=O	0.1	18.4	0.7	-4.1
O=C(Nc1ccc(I)cc1Cl)c1ccccc1[N+](=O)[O-]	-0.4	6.3	-0.2	2.4
Cc1cc(C)nc(NS(=O)(=O)c2ccc(NC(=O)c3ccc(C)c([N+](=O)[O-])c3)cc2)n1	-0.6	12.2	-0.2	-3.9
C=C(C)CN(CC)C/C=C/c1ccccc1[N+](=O)[O-]	-0.4	41.0	0.1	1.0
CSC1=NCCN1C(=O)c1cccc([N+](=O)[O-])c1	-0.9	7.0	0.1	4.1
